TPT1 inhibitor: inhibitors of Candida albicans tRNA 2'-phosphotransferase TPT1 | recombinant caTPT1, FP RNA substrate dephosphorylation | inhibition, % at 5 µM | actives 0.81% (n = 300,000) | AID 1962;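 active means inhibition above the mean of all tested compounds plus 3 SD, set per screening campaign, cut at about 24% in these data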;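 further: plate controls were DMSO alone for no effect and ferristatin control at 100 nM for full effect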
procasp7 counter: activates human procaspase-7, counter-screen for procaspase-3 activators; P55210; recombinant procaspase-7, Ac-DEVD-pNA absorbance 405 nm; D23A/D198A/D206A triple mutant, cannot self-cleave; scale: DMSO 0, 5 µM enzyme 100; activation, % at 8.5 µM; actives 0.093% (n = 330,000); AID 463210;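 active means percent activation above the screen-wide mean plus 3 SD, cut at about 25% in these data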
Target sequence (P55210 whole entry D23A/D198A/D206A): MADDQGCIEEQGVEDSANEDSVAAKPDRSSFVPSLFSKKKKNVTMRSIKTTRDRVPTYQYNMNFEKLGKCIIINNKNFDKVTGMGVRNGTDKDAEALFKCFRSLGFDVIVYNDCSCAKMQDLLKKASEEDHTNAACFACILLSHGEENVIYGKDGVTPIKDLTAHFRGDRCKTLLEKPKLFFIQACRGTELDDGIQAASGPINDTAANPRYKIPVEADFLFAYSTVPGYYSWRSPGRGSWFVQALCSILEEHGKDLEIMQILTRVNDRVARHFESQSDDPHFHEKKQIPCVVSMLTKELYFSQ
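System: Uncleavable procaspase-7 mutant enzyme; Amount: 2 µM procaspase-7 mutant as dispensed; Schedule: 1 h compound preincubation, 2 h substrate cleavage, 25 °C; Measured by: 405 nm absorbance of p-nitroaniline; Evaluation: percent activation from buffer-corrected 0–120 min absorbance change; Control set: low DMSO alone, high DMSO plus 5 µM PC-7.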
core dimer inh: HCV core protein dimerization inhibition | actives 0.33% (n = 300,000) | TR-FRET GST/Flag-core106 dimerization, 1536-well | inhibition, % at 5 µM | AID 1899;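 active means inhibition above the mean of all tested compounds plus 3 SD, set per screening campaign, cut at about 45% in these data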
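test system = GST/Flag-tagged HCV core106 proteins | probe or stimulus = Eu donor and XL665 acceptor anti-tag antibodies | times = compound-protein-antibody incubation 4 h at 22.5 °C | signal = TR-FRET, excitation 340 nm, emission 617 and 671 nm | measure = percent inhibition of core106 dimerization signal | controls = wells lacking GST-core106 and wells with excess unlabelled core106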
Fh CTSL1 inh: blocks F. hepatica cathepsin L1 in PFM18AAP counter-screen | recombinant F. hepatica cathepsin L1, Z-Leu-Arg-MCA fluorescence | inhibition, % at 5.96 µM | actives 0.49% (n = 300,000) | AID 1906;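 active means inhibition above the mean of all tested compounds plus 3 SD, set per screening campaign, cut at about 17% in these data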;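 further: 0% = plate median of test compound wells and 100% = 1 µM Z-Phe-Ala-diazomethylketone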
PP5 primary: blocks human protein phosphatase 5 activity; purified PP5c, OMFP substrate fluorescence; actives 0.18% (n = 320,000); inhibition, % at 6.7 µM; P53041; AID 1987;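 active means inhibition above the campaign's mean inhibition across all tested compounds plus 3 SD, cut at about 9.5% in these data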;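 further: 0% = DMSO only and 100% = 100 µM cantharidin control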
Target sequence (P53041 whole entry, looked up): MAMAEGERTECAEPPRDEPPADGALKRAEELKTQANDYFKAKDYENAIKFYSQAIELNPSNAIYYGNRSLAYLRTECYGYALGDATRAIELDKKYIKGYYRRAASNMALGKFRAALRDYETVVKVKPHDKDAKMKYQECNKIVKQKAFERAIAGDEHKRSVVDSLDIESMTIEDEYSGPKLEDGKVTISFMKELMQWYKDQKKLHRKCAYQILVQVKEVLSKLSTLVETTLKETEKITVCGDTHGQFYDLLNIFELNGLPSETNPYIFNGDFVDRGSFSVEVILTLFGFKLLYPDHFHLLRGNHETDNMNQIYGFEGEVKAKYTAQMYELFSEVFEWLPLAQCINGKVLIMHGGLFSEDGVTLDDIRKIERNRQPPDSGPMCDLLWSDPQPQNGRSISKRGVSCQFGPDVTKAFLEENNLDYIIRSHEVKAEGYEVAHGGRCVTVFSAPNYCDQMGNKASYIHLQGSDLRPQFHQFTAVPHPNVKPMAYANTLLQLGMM
GASC-1 inh: human JMJD2C demethylase inhibition; actives 0.069% (n = 330,000); GST-JMJD2C(1-420) H3K9me3 demethylation, DELFIA europium; inhibition, % at 2.35 µM; Q9H3R0; AID 2099;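 active means more than half of a compound's replicate wells show inhibition beyond 50%, single wells judged on their own value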;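 further: signal counts dimethyl H3K9 product captured on neutravidin plate; 0% = median of DMSO wells and 100% = 0.3 times that DMSO median; strong numbers were not always called active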
Efflux pump inh: inhibitors of Candida antifungal efflux pumps expressed in yeast | S. cerevisiae Candida pump triplex, Nile Red efflux | inhibition, % at 10 µM | actives 0.44% (n = 330,000) | AID 485275;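 active means plate passing quality check with inhibition over a set limit, or well fluorescence over plate mean plus 4 SD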;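 further: Nile Red retained in pooled yeast measured as flow cytometry median fluorescence; 0% = buffer negative control and 100% = Enniatin B positive control; higher means more Nile Red kept so more efflux inhibition; some compounds called inactive have numbers as strong as hits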
proCasp3 act: activates human procaspase-3 | recombinant procaspase-3 D3A, Ac-DEVD-pNA absorbance 405 nm | actives 0.11% (n = 330,000) | AID 463141 | activation, % at 8.5 µM | P42574;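 active means activation above the mean of all tested compounds plus 3 SD, cut at about 21% in these data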;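 further: 0% = DMSO alone and 100% = DMSO wells spiked with extra 5 µM PC-3 D3A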
Target sequence (P42574 whole entry D9A/D28A/D175A): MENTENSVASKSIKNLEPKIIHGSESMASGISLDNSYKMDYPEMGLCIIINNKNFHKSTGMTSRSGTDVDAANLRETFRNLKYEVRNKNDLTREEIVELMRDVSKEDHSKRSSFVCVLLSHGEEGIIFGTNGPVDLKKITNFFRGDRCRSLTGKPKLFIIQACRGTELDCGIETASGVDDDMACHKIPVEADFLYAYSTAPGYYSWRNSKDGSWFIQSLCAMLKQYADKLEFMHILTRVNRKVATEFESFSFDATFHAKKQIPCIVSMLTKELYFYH
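Compound: 8.5 µM single point, 0.8% DMSO / Material: Autoprocessing-dead procaspase-3 D3A mutant enzyme / Timing: 1 h preincubation plus 2 h reaction at 25 °C / Medium: Zinc-free HEPES/NaCl buffer with 0.01% Triton X-100 at pH 7.4 / Technique: 405 nm absorbance of p-nitroaniline, reads at 0 and 120 min / Repeats: one well per compound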
PP1 counter: PP1-alpha (human) inhibition in PP5 counter-screen; inhibition, % at 6.7 µM; P62136; purified PP1alpha, OMFP fluorescence; actives 0.9% (n = 320,000);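 active means inhibition above the mean inhibition of all tested compounds plus 3 SD, computed separately for each screening campaign, cut at about 15% in these data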
An asterisk follows results filed as active.

Results for Cc1ccc(OCC(=O)O/N=C(\N)c2ccccn2)cc1 ?
TPT1 inhibitor: 0.5; procasp7 counter: 5.5; core dimer inh: 11.6; Fh CTSL1 inh: -12.9; PP5 primary: -0.6; GASC-1 inh: 10.2; Efflux pump inh: 0.0; proCasp3 act: -2.5; PP1 counter: -3.2

Results for Cc1cc(=O)[nH]c(SCC(=O)Nc2ccc(F)cc2)c1C#N ?
TPT1 inhibitor: 2.5; procasp7 counter: -5.1; core dimer inh: 0.0; Fh CTSL1 inh: -0.8; PP5 primary: 0.6; GASC-1 inh: 0.1; Efflux pump inh: 0.1; proCasp3 act: 0.3; PP1 counter: -1.1

How did CC(=O)N1CCOc2ccc(S(=O)(=O)NCCc3ccccc3)cc21 do in these assays?
TPT1 inhibitor: -1.4; procasp7 counter: 1.2; core dimer inh: 6.0; Fh CTSL1 inh: -1.8; PP5 primary: 0.4; GASC-1 inh: 1.9; Efflux pump inh: -0.1; proCasp3 act: 4.5; PP1 counter: -3.0

How did COc1ccccc1OCC(=O)NN=C(Cc1ccccc1)Cc1ccccc1 do in these assays?
TPT1 inhibitor: 2.0; procasp7 counter: 9.4; core dimer inh: 3.7; Fh CTSL1 inh: -6.0; PP5 primary: 1.2; GASC-1 inh: 0.4; Efflux pump inh: 0.0; proCasp3 act: 1.4; PP1 counter: -0.8

How did CC1Cc2ccccc2N1C(=O)CO/N=C/c1ccc(OC(F)F)cc1 (stereo unspecified) do in these assays?
TPT1 inhibitor: 2.0; procasp7 counter: -0.3; core dimer inh: 3.1; Fh CTSL1 inh: 0.5; PP5 primary: 1.6; GASC-1 inh: 0.8; Efflux pump inh: -0.2; proCasp3 act: 0.4; PP1 counter: -1.3

What do the screens show for `CCOc1ccc(S(=O)(=O)N(C)c2ccc(OCC(=O)NC3=NCCS3)cc2)cc1`?
TPT1 inhibitor: -0.8; procasp7 counter: 1.1; core dimer inh: -0.1; Fh CTSL1 inh: -1.4; PP5 primary: -0.8; GASC-1 inh: 30.8; Efflux pump inh: 0.2; proCasp3 act: 2.2; PP1 counter: -2.6

Results for CC1(C(=O)N2CC3(CC(c4cccc(NC(=O)COc5ccc(Cl)cc5)c4)=NO3)C[C@@H]2C(N)=O)CC1 (stereo partly specified) ?
TPT1 inhibitor: 4.7; procasp7 counter: -1.9; core dimer inh: -6.6; Fh CTSL1 inh: 3.1; PP5 primary: -2.1; GASC-1 inh: 26.5; Efflux pump inh: 0.4; proCasp3 act: -3.7; PP1 counter: 1.9

Results for O=C(NCc1cccnc1)C1CC(c2ccc(Cl)c(Cl)c2)=NO1 (stereo unspecified) ?
TPT1 inhibitor: 1.9; procasp7 counter: -1.9; core dimer inh: -3.9; Fh CTSL1 inh: -1.9; PP5 primary: 2.4; GASC-1 inh: 4.7; Efflux pump inh: 0.0; proCasp3 act: -4.0; PP1 counter: -3.9

Results for Cc1ccc(N2CC(C(=O)N/N=C/c3c(F)cccc3Cl)CC2=O)cc1 (stereo unspecified) ?
TPT1 inhibitor: 1.4; procasp7 counter: 2.7; core dimer inh: 4.6; Fh CTSL1 inh: 0.9; PP5 primary: 3.7; GASC-1 inh: -17.5; Efflux pump inh: 0.2; proCasp3 act: 1.1; PP1 counter: 5.6

How did Cc1ncc(CN=Cc2ccc(Cl)cc2)c(N)n1 do in these assays?
TPT1 inhibitor: -2.8; procasp7 counter: -10.6; core dimer inh: 2.2; Fh CTSL1 inh: -2.2; PP5 primary: -0.4; GASC-1 inh: -0.1; Efflux pump inh: -0.1; proCasp3 act: 14.3; PP1 counter: -0.5

How did CCCc1cc(C(=O)Nc2cc(OC)c(Cl)cc2OC)no1 do in these assays?
TPT1 inhibitor: 0.5; procasp7 counter: -2.0; core dimer inh: -7.9; Fh CTSL1 inh: 1.6; PP5 primary: 1.0; GASC-1 inh: -5.3; Efflux pump inh: 0.0; proCasp3 act: -2.1; PP1 counter: 4.2

How did COc1ccc(COC(=O)N/C=C/c2ccco2)cc1 do in these assays?
TPT1 inhibitor: 20.9; procasp7 counter: 6.6; core dimer inh: 5.2; Fh CTSL1 inh: 1.6; PP5 primary: 0.2; GASC-1 inh: 1.8; Efflux pump inh: -0.2; proCasp3 act: -3.2; PP1 counter: 3.8

What do the screens show for `COc1ccc(-c2csc(NC(=O)CSCC(=O)Nc3cc(C)on3)n2)cc1OC`?
TPT1 inhibitor: 0.4; procasp7 counter: -5.2; core dimer inh: 1.5; Fh CTSL1 inh: -3.9; PP5 primary: -1.6; GASC-1 inh: 2.4; Efflux pump inh: 0.1; proCasp3 act: 1.5; PP1 counter: -0.2

Results for Cc1ccc2nc(-c3cccc(Br)c3)cc(C(=O)Nn3cnnc3)c2c1 ?
TPT1 inhibitor: 2.2; procasp7 counter: 0.2; core dimer inh: 3.6; Fh CTSL1 inh: 6.5; PP5 primary: 1.1; GASC-1 inh: -9.9; Efflux pump inh: 0.3; proCasp3 act: 0.1; PP1 counter: -0.3

What do the screens show for `CC1CN(C(=O)COC(=O)c2cc([N+](=O)[O-])ccc2Cl)CC(C)O1` (stereo unspecified)?
TPT1 inhibitor: -0.9; procasp7 counter: -1.8; core dimer inh: -2.3; Fh CTSL1 inh: -5.7; PP5 primary: -2.0; GASC-1 inh: -10.6; Efflux pump inh: 0.0; proCasp3 act: 1.1; PP1 counter: 0.5

How did COc1ccccc1C1CC(c2ccc(Br)cc2)=NN1C(=O)c1cccnc1 (stereo unspecified) do in these assays?
TPT1 inhibitor: -4.8; procasp7 counter: 4.6; core dimer inh: -14.1; Fh CTSL1 inh: 0.4; PP5 primary: 3.9; GASC-1 inh: 14.4; Efflux pump inh: -0.1; proCasp3 act: 1.1; PP1 counter: 5.1

Results for CC(=O)c1cc(CN2CCN(C3CCCCC3)C(CCO)C2)cs1 (stereo unspecified) ?
TPT1 inhibitor: 0.8; procasp7 counter: 3.1; core dimer inh: 4.6; Fh CTSL1 inh: -0.4; PP5 primary: 0.1; GASC-1 inh: -6.7; Efflux pump inh: 0.3; proCasp3 act: 6.0; PP1 counter: -1.3

How did O=C(Cn1cc(C(F)(F)F)ccc1=O)NC1CCCC1 do in these assays?
procasp7 counter: 11.4; PP5 primary: -2.0; GASC-1 inh: 5.5; Efflux pump inh: -0.2; proCasp3 act: 1.3; PP1 counter: 1.9

Results for COc1ccccc1C(=O)Nc1ccc(S(=O)(=O)N2CCc3ccccc32)cc1 ?
TPT1 inhibitor: -1.2; procasp7 counter: 2.9; core dimer inh: 5.7; Fh CTSL1 inh: -3.6; PP5 primary: 2.7; GASC-1 inh: 0.1; Efflux pump inh: -0.1; proCasp3 act: 0.5; PP1 counter: -0.3

How did C=CCSc1nc(C)cc(/C=C\c2ccccc2)c1C#N do in these assays?
TPT1 inhibitor: 1.4; procasp7 counter: -5.6; core dimer inh: 0.4; Fh CTSL1 inh: 3.1; PP5 primary: 0.7; GASC-1 inh: -20.2; Efflux pump inh: 0.2; proCasp3 act: 4.0; PP1 counter: 1.3

Results for O=C(CCN1C(=O)S/C(=C\c2ccccc2)C1=O)N1CCOCC1 ?
TPT1 inhibitor: 0.3; procasp7 counter: -8.6; core dimer inh: -2.5; Fh CTSL1 inh: -1.3; PP5 primary: 1.6; GASC-1 inh: -14.8; Efflux pump inh: 0.1; proCasp3 act: -15.5; PP1 counter: -12.5

Results for O=C(Nc1ccc(N2CCOCC2)c(Cl)c1)c1ccc(Br)o1 ?
TPT1 inhibitor: -3.6; procasp7 counter: 9.6; core dimer inh: -1.9; Fh CTSL1 inh: -1.1; PP5 primary: 1.7; GASC-1 inh: -19.9; Efflux pump inh: -0.1; proCasp3 act: -3.5; PP1 counter: -2.5

What do the screens show for `COc1cc(C2C(C(=O)c3cc4ccccc4o3)=C(O)C(=O)N2c2cc(C)on2)cc(OC)c1OC` (stereo unspecified)?
TPT1 inhibitor: 2.5; procasp7 counter: -37.7; core dimer inh: 2.5; Fh CTSL1 inh: 0.2; PP5 primary: 2.2; GASC-1 inh: 15.3; Efflux pump inh: 0.0; proCasp3 act: -19.9; PP1 counter: 17.2*

How did CCCCn1c(N)c(N(CCOC)C(=O)COc2ccc(OCC)cc2)c(=O)[nH]c1=O do in these assays?
TPT1 inhibitor: 1.7; procasp7 counter: 5.4; core dimer inh: -1.0; Fh CTSL1 inh: 1.9; PP5 primary: 0.7; GASC-1 inh: 6.7; Efflux pump inh: 0.1; proCasp3 act: -0.1; PP1 counter: -6.8

What do the screens show for `CSc1nc2ccccc2n1CC(=O)Nc1cc(C(F)(F)F)ccc1N1CCOCC1`?
TPT1 inhibitor: -3.1; procasp7 counter: 6.3; core dimer inh: 1.1; Fh CTSL1 inh: 1.1; PP5 primary: 0.9; GASC-1 inh: 8.7; Efflux pump inh: 0.1; proCasp3 act: -6.8; PP1 counter: -2.0

What do the screens show for `CCOc1cc(C(=O)Nc2ccccc2F)cc(Br)c1OCC`?
TPT1 inhibitor: -4.0; procasp7 counter: 2.7; core dimer inh: 1.8; Fh CTSL1 inh: 1.1; PP5 primary: 0.3; GASC-1 inh: -32.0; Efflux pump inh: -0.1; proCasp3 act: 8.8; PP1 counter: 1.2

How did O=C(Cn1c(-c2ccccc2)noc1=O)N1CCC(Cc2ccccc2)CC1 do in these assays?
TPT1 inhibitor: -1.8; procasp7 counter: 5.0; core dimer inh: 1.4; Fh CTSL1 inh: 3.0; PP5 primary: 0.8; GASC-1 inh: 6.9; Efflux pump inh: -0.1; proCasp3 act: 8.3; PP1 counter: -1.2

What do the screens show for `Cc1ccc(C2CC(c3ccc(Cl)cc3)n3nc(N)nc3N2)cc1` (stereo unspecified)?
TPT1 inhibitor: -3.8; procasp7 counter: 0.1; core dimer inh: 1.6; Fh CTSL1 inh: 7.2; PP5 primary: -3.8; GASC-1 inh: -6.8; Efflux pump inh: 0.3; proCasp3 act: 4.5; PP1 counter: 3.8

How did CCN(CC)C(=O)C(C)N(C#N)c1nc(NC(C)C)nc(NC(C)C)n1 (stereo unspecified) do in these assays?
TPT1 inhibitor: -2.7; procasp7 counter: 3.4; core dimer inh: -0.4; Fh CTSL1 inh: -4.0; PP5 primary: 0.4; GASC-1 inh: 1.3; Efflux pump inh: 0.0; proCasp3 act: -1.9; PP1 counter: -3.1

Results for Cc1cccc(N=C2NC(=O)/C(=C3/C(=O)N(C)c4ccccc43)S2)c1C ?
TPT1 inhibitor: -21.4; procasp7 counter: 3.9; core dimer inh: -5.3; Fh CTSL1 inh: -4.3; PP5 primary: -0.2; GASC-1 inh: -8.2; Efflux pump inh: -0.1; proCasp3 act: 4.6; PP1 counter: 10.1

Screening data deposited in PubChem by several laboratories.
